# RNase H inhibition = RNase H inhibition, HIV 1 Gag Pol polyprotein, FRET biochemical assay, screening (AID 372); HIV-1 RT RNase H, FRET RNA/DNA substrate fluorescence; higher % means a stronger effect; one-dose inhibition, % at 10 µM; IC50 in µM for titrated hits; 0.77% of 100,000 active; in the data active = inhibition above about 50%
# * hit, by the source's call; & = joins results of further samples. This is a subset. The share of hits here may be higher or lower than overall.
1: CC1CN(c2ccc([N+](=O)[O-])c(N3CCOCC3)c2)CCN1 (configuration not stated)
- RNase H inhibition: 11%&0%

2: O=[N+]([O-])c1ccc(Cl)c(CN2CCN(c3cccc(Cl)c3)CC2)c1
- RNase H inhibition: 12%

3: COc1cc(C2c3c(c4ccccc4oc3=O)Oc3c2c(=O)oc2ccccc32)cc(OC)c1OC
- RNase H inhibition: 10%

4: Oc1ccc(Br)cc1CN1CCN(Cc2cccc(Cl)c2)CC1
- RNase H inhibition: 3%

5: COc1cc(C=C(C#N)C#N)cc(OC)c1O
- RNase H inhibition: 17%

6: COCCOC(=O)C1CN1C(C)C(=O)OC (configuration not stated)
- RNase H inhibition: 4%

7: O=[N+]([O-])c1ccc(CN2CCN(Cc3cccc(Cl)c3)CC2)cc1
- RNase H inhibition: 7%

8: O=C1/C(=C/c2ccco2)C(=O)N(c2ccc(Br)cc2)C(=S)N1c1ccccc1
- RNase H inhibition: 10µM*

9: COc1cc(CNCCc2ccc(Cl)cc2)cc(OC)c1OC
- RNase H inhibition: 16%

10: O=C(Nc1ccccc1)N1CNC(=N[N+](=O)[O-])NC1
- RNase H inhibition: 5%

11: CC(NC1CCCCC1)C(O)C12CC3CC(CC(C3)C1)C2 (configuration not stated)
- RNase H inhibition: 2%

12: COC(=O)c1cc(NC(C)=O)cc(Br)c1[N+](=O)[O-]
- RNase H inhibition: 3%

13: COc1ccc(O)c(CN2CCN(Cc3ccc(Br)cc3)CC2)c1
- RNase H inhibition: 12%

14: COc1cccc(N2CCN(Cc3ccccc3F)CC2)c1
- RNase H inhibition: 10%

15: C[C@]12CCCCC1CCC1C2CC[C@@]2(C)C1CC[C@@]2(O)CC#N (some centres not stated)
- RNase H inhibition: 7%

16: O=c1[nH]c(O)c(C=NC2CCCCC2)c(=O)[nH]1
- RNase H inhibition: 5%

17: CCOc1ccc(N2C(=O)/C(=C/c3cc(Cl)ccc3O)C(=O)NC2=S)cc1
- RNase H inhibition: 5%

18: Clc1cccc(CNCCc2c[nH]c3ccccc23)c1
- RNase H inhibition: 7%

19: COc1ccc(CN2CCN(C(C)C)CC2)c(OC)c1OC
- RNase H inhibition: 3%

20: COc1ccc(C(c2c(O)c3ccccc3oc2=O)c2c(O)c3ccccc3oc2=O)cc1CSc1ccccn1
- RNase H inhibition: 14%

21: Clc1ccc(N2CCN(Cc3ccc4c(c3)OCO4)CC2)cc1
- RNase H inhibition: 8%

22: Cc1cc(/C=C2\C(=O)NC(=O)N(c3ccc(Cl)cc3)C2=O)c(C)n1C
- RNase H inhibition: 6%

23: CCCCCn1c(=O)c(C(=O)Nc2ccc(C(=O)OCC)cc2)c(O)c2ccccc21
- RNase H inhibition: 2%

24: O=C(Oc1ccc2ccccc2c1Br)N1CCCCC1
- RNase H inhibition: 12%

25: O/N=C1\C2CCN(CC2)C1Cc1ccccc1O (configuration not stated)
- RNase H inhibition: 17%

# Brought forward from above: six entries, then new ones.
20: COc1ccc(C(c2c(O)c3ccccc3oc2=O)c2c(O)c3ccccc3oc2=O)cc1CSc1ccccn1
- RNase H inhibition: 14%

21: Clc1ccc(N2CCN(Cc3ccc4c(c3)OCO4)CC2)cc1
- RNase H inhibition: 8%

22: Cc1cc(/C=C2\C(=O)NC(=O)N(c3ccc(Cl)cc3)C2=O)c(C)n1C
- RNase H inhibition: 6%

23: CCCCCn1c(=O)c(C(=O)Nc2ccc(C(=O)OCC)cc2)c(O)c2ccccc21
- RNase H inhibition: 2%

24: O=C(Oc1ccc2ccccc2c1Br)N1CCCCC1
- RNase H inhibition: 12%

25: O/N=C1\C2CCN(CC2)C1Cc1ccccc1O (configuration not stated)
- RNase H inhibition: 17%

26: CCN1C(=O)/C(=C/c2c(OC)cc(OC)cc2OC)C(=O)NC1=S
- RNase H inhibition: 12%

27: COc1ccc(CN2C(=O)NC(=O)/C(=C\c3ccco3)C2=O)cc1
- RNase H inhibition: 21%

28: S=P1(c2ccccc2)CN(Cc2ccccc2)CN(Cc2ccccc2)C1
- RNase H inhibition: 24%

29: O=[N+]([O-])c1ccc(NCCOc2cccc3ccccc23)c2ncccc12
- RNase H inhibition: 11%

30: COc1cccc(-n2c(/C=C/c3ccccc3F)nc3ccccc3c2=O)c1
- RNase H inhibition: 35%

31: Cc1ccc(N2C(=O)NC(=O)/C(=C\C=C\c3ccccc3)C2=O)cc1
- RNase H inhibition: 23%

32: O=[N+]([O-])c1ccc(CCNC2CCCCC2)cc1
- RNase H inhibition: 9%

33: O=c1c2ccccc2nc(-c2ccco2)n1-c1ccc(Br)cn1
- RNase H inhibition: 2%

34: Cc1ccc(-c2ccc(C=C3C(=O)NC(=S)NC3=O)o2)c(Br)c1
- RNase H inhibition: 36%

35: CCOc1ccc(CN(CCc2ccc3c(c2)OCO3)Cc2cccc(OC)c2)cc1
- RNase H inhibition: 8%

36: COc1ccc(-c2nc3ccccc3c(=O)n2-c2cc(C)ccn2)cc1
- RNase H inhibition: 12%

37: Cc1cc(C(=O)Nc2ccc(C#N)c(Cl)c2)ccc1[N+](=O)[O-]
- RNase H inhibition: 10%

38: O=Cc1cn(Cc2c(Cl)cccc2Cl)c2ccccc12
- RNase H inhibition: 34%

39: COC(=O)C(=O)N1CC2(C)CNCC(C)(C1)C2=O
- RNase H inhibition: 8%

40: CCCCCn1c(=O)c(C(=O)Nc2ccccc2F)c(O)c2ccccc21
- RNase H inhibition: 7%

41: O=C(c1cccs1)C1CN2CCC1CC2 (configuration not stated)
- RNase H inhibition: 0%

42: Cc1ccccc1-n1c(/C=C/c2ccccc2O)nc2ccccc2c1=O
- RNase H inhibition: 14%

43: O=[N+]([O-])/N=C1/NCN(Cc2ccccc2)CN1Cc1ccccc1
- RNase H inhibition: 7%

44: O=C1NC(=O)C(=Cc2ccc(OC(=O)c3cccc4ccccc34)cc2)C(=O)N1
- RNase H inhibition: 35%

45: CCOc1ccccc1N1CCN(Cc2cccnc2)CC1
- RNase H inhibition: 0%

46: CC(=O)c1ccc(N2CCN(Cc3ccc(Cl)c(Cl)c3)CC2)cc1
- RNase H inhibition: 8%

47: CN1CCN(/N=C/c2c(O)n(C)c(=O)n(C)c2=O)CC1
- RNase H inhibition: 18%

# Ordered by heavy-atom count (rising): part of the list above
34: Cc1ccc(-c2ccc(C=C3C(=O)NC(=S)NC3=O)o2)c(Br)c1
- RNase H inhibition: 36%

26: CCN1C(=O)/C(=C/c2c(OC)cc(OC)cc2OC)C(=O)NC1=S
- RNase H inhibition: 12%

36: COc1ccc(-c2nc3ccccc3c(=O)n2-c2cc(C)ccn2)cc1
- RNase H inhibition: 12%

42: Cc1ccccc1-n1c(/C=C/c2ccccc2O)nc2ccccc2c1=O
- RNase H inhibition: 14%

# Entries above that have a cyano group (three):
5: COc1cc(C=C(C#N)C#N)cc(OC)c1O
- RNase H inhibition: 17%

15: C[C@]12CCCCC1CCC1C2CC[C@@]2(C)C1CC[C@@]2(O)CC#N (some centres not stated)
- RNase H inhibition: 7%

37: Cc1cc(C(=O)Nc2ccc(C#N)c(Cl)c2)ccc1[N+](=O)[O-]
- RNase H inhibition: 10%

# High-throughput results as filed in PubChem.
